# RPL19A TOR yeast: RPL19A-GFP expression modulators in yeast, primary screen, cell-based, S. cerevisiae, multiplex flow cytometry, MLPCN; 0.3% of 330,000 active; AID 2025, 2009; S. cerevisiae RPL19A-GFP strain, 3 h; stronger effect = lower value; percent response vs DMSO, % at 10 µM;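 active means percent response vs DMSO below 50%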;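 further: median channel GFP fluorescence of the barcoded RPL19A-GFP strain; ratio of sample median GFP to plate DMSO average so 100% = DMSO; lower means less RPL19A-GFP as with rapamycin TOR inhibition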
# LAP4 TOR yeast: modulators of LAP4-GFP expression in yeast, primary screen, S. cerevisiae, multiplex flow cytometry, MLPCN library | 3 h; median GFP as percent of DMSO wells | GFP response vs DMSO, % at 10 µM | 0.34% of 320,000 active | AID 2023, 2009;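 active means GFP response vs DMSO above a set limit, about the screen mean plus 3 SD, cut at about 150% in these data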
# proCasp3 act: activators of human procaspase-3 D3A mutant, primary screen, biochemical, absorbance, PC-3 D3A mutant, single concentration | activation, % at 8.5 µM | Caspase-3 (Homo sapiens), P42574 | AID 463141, 2010 | recombinant procaspase-3 D3A, Ac-DEVD-pNA absorbance 405 nm | 0.11% of 330,000 active;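 active means activation above the mean of all tested compounds plus 3 SD, cut at about 21% in these data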;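 further: 0% = DMSO alone and 100% = DMSO wells spiked with extra 5 µM PC-3 D3A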
# Target sequence (P42574 whole entry D9A/D28A/D175A): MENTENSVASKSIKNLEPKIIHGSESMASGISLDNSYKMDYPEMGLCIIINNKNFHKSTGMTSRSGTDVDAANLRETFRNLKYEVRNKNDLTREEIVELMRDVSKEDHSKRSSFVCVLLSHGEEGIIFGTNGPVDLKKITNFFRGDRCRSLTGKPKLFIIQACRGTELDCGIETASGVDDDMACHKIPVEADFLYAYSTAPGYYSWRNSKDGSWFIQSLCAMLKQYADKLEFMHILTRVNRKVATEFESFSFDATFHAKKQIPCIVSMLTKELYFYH
#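 Assay system: Autoprocessing-dead procaspase-3 D3A mutant enzyme; also added: Ac-DEVD-pNA; doses: one concentration, 8.5 µM nominal, 0.8% DMSO; times: 1 h compound preincubation, 2 h substrate hydrolysis at 25 °C; technique: 405 nm absorbance of p-nitroaniline, reads at 0 and 120 min; measure: % activation between DMSO and enzyme-spiked controls; repeats: single replicate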
# CR mimetic SO: reduction of superoxide in aged yeast, primary screen, HTS | S. cerevisiae aged cells, superoxide DHE fluorescence; stronger effect = lower value | superoxide response (% of plate mean), % at 10 µM | 0.18% of 330,000 active | AID 2690, 2010;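 active means superoxide response under a set limit, about three screen SD below normal, cut at about 65% in these data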;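 further: yeast aged for seven days with compound at 30 °C before DHE staining; 100% = average MFI of all compound-treated wells on the plate with controls excluded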
# MEP2 TOR yeast: modulators of MEP2-GFP levels in yeast, primary screen, S. cerevisiae, multiplex flow cytometry, MLPCN library; S. cerevisiae MEP2-GFP strain, 3 h; 100% = DMSO control level; GFP response vs DMSO, % at 10 µM; 0.51% of 330,000 active; AID 2016, 2009;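 active means GFP response versus DMSO above a set limit, roughly screen mean plus 3 SD, cut at about 180% in these data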;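 further: median GFP fluorescence of the barcode-gated MEP2-GFP cells per well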
# GASC-1 inh: inhibitors of GASC-1 histone demethylase, primary screen, biochemical, fluorescence, DELFIA europium. 0.069% of 330,000 active. inhibition, % at 2.35 µM. GST-JMJD2C(1-420) H3K9me3 demethylation. Lysine-specific demethylase 4C (Homo sapiens), Q9H3R0;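 active means more than half of a compound's replicate wells show inhibition beyond 50%, single wells judged on their own value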;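 further: signal counts dimethyl H3K9 product captured on neutravidin plate; 0% = median of DMSO wells and 100% = 0.3 times that DMSO median; strong numbers were not always called active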
# AHR activator: AHR activators, primary screen, cell-based, luminescence, luciferase reporter, human; AHR-responsive luciferase reporter cells; activation, % at 5 µM; 2.5% of 320,000 active; AID 2796, 2010; in the data active means activation above about 47%;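 further: 0% = vehicle wells and 100% = reference agonist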
# Target sequence (P35869 whole entry, looked up): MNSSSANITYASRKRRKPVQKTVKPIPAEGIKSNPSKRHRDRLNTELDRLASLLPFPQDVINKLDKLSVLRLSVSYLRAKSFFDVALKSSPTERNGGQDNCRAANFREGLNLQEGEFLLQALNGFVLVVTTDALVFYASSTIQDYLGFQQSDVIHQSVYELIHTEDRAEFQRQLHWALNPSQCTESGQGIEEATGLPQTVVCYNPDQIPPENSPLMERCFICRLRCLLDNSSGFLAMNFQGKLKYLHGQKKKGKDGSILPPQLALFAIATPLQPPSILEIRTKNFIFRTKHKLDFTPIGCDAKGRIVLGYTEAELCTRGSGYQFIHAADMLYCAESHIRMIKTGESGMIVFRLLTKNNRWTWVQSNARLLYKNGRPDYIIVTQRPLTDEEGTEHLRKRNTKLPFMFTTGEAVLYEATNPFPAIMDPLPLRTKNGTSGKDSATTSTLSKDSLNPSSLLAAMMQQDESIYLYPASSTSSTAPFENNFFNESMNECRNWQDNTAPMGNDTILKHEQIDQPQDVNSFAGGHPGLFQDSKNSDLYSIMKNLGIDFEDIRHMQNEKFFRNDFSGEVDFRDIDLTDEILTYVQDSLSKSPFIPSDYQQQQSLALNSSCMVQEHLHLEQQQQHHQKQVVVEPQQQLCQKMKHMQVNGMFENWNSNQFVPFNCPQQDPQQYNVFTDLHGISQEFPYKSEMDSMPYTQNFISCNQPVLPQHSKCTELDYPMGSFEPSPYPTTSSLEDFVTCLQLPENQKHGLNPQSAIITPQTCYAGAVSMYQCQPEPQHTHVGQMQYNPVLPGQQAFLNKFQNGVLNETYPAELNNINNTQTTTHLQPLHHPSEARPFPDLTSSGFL
# procasp7 counter: procaspase-7 activators, primary screen, counter-screen for procaspase-3 activator project, biochemical, absorbance, HTS, human; recombinant procaspase-7, Ac-DEVD-pNA absorbance 405 nm; D23A/D198A/D206A triple mutant, cannot self-cleave; scale: DMSO 0, 5 µM enzyme 100; activation, % at 8.5 µM; 0.093% of 330,000 active; AID 463210, 2010;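 active means percent activation above the screen-wide mean plus 3 SD, cut at about 25% in these data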
#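 System: Procaspase-7 triple mutant (PC-7 D3A); measure: % activation from two-timepoint absorbance difference, scaled to controls; times: 1 h compound preincubation, 2 h substrate cleavage, 25 °C; also added: Ac-DEVD-pNA substrate, 400 µM as added; measured by: Epi-absorbance of released pNA at 405 nm, two timepoints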
# Numbers without * were called inactive; . = no result given; & = joins results of further samples.
SMILES,RPL19A TOR yeast,LAP4 TOR yeast,proCasp3 act,CR mimetic SO,MEP2 TOR yeast,GASC-1 inh,AHR activator,procasp7 counter
NC1=NC(=Nc2ccc(S(N)(=O)=O)cc2)c2ccccc21,100,103,4,108,96,-4,-1,0
COc1ccc(OC)c(C(=O)CSc2nnc(Cc3cccs3)n2CCc2ccccc2)c1,102,100,2,117,99,-2,59*,0
Cn1cccc1C(=O)OCC(=O)NC1CCS(=O)(=O)C1 (centres undefined),102,97,4,88,106,-5,4,6
Cn1c(=O)cc(OCCCC(=O)NCc2cccnc2)c2ccccc21,105,98,-9,93,98,-1,-1,0
CCCc1nnc(SCC(=O)NC2CC2)n1CC,102,100,-7,117,95,3,0,-7
CCOc1ccc2nc(N3CCCC(C(=O)NCCCN4C(C)CCCC4C)C3)sc2c1 (centres undefined),92,91,-2,91,95,5,4,5
C/C(=C\C(=O)c1c(O)cc(C)oc1=O)N(C)C,102,99,-7,88,104,0,12,5
Cc1ccn2c(=O)nc(SCC(=O)N3CCCc4ccccc43)nc2c1,104,104,3,102,107,2,0,1
CC1CN(C(=O)CSc2nnc3c(Cl)cc(Cl)cn23)CC(C)O1 (centres undefined),103,102,7,87,103,8,-1,7
O=c1cc(N2CCC(Cc3ccccc3)CC2)[nH]c(=O)n1C1CCCCC1,96,95,-4,102,98,3,2,5
NC(=O)C1CCN(C(=O)COc2ccc(S(=O)(=O)NC3CCCC3)cc2)CC1,90,93,0,105,99,-2,0,3
CCOC(=O)c1c(C)[nH]c(C(=O)OCC(=O)NC(C)(C)C)c1C,97,107,17,103,96,-2,12,2
CCN(CC)c1ccc(/C=N/NC(=O)c2ccc3nc[nH]c3c2)c(O)c1,93,100,5,91,96,-4,2,16
Cc1nc([N+](=O)[O-])cn1CC(O)c1ccccc1 (centres undefined),97,95,0,97,94,-32,-1,-1
COc1ccc(C(C)=O)cc1COC(=O)CCNS(=O)(=O)c1ccc(C)cc1,89,100,-16,96,100,-2,3,-2
CC1CCN(C(=O)CSc2nc3ccccc3c(=O)n2Cc2ccc3c(c2)OCO3)CC1,104,110,2,91,102,-13,1,-5
COc1ccccc1N(C)S(=O)(=O)c1ccc(Cl)c(C(=O)Nc2ccncc2)c1,96,103,8,112,106,-8,17,5
O=C1OCc2ccc(NS(=O)(=O)c3ccc(C(F)(F)F)cc3)cc21,96,97,-23,119,100,-13,-2,1
COc1cccc(CCc2nnc(CCC(=O)N3CCN(Cc4ccccn4)CC3)o2)c1,98,100,0,106,95,1,1,4
CC(C)(C)C(=O)NNc1nc(-c2ccccc2)c2cc(Br)ccc2n1,101,92,1,93,92,9,19,-11

# An excerpt from above in order of length of the SMILES, low to high.
SMILES,RPL19A TOR yeast,LAP4 TOR yeast,proCasp3 act,CR mimetic SO,MEP2 TOR yeast,GASC-1 inh,AHR activator,procasp7 counter
NC1=NC(=Nc2ccc(S(N)(=O)=O)cc2)c2ccccc21,100,103,4,108,96,-4,-1,0
CC(C)(C)C(=O)NNc1nc(-c2ccccc2)c2cc(Br)ccc2n1,101,92,1,93,92,9,19,-11
CCOC(=O)c1c(C)[nH]c(C(=O)OCC(=O)NC(C)(C)C)c1C,97,107,17,103,96,-2,12,2
COc1ccccc1N(C)S(=O)(=O)c1ccc(Cl)c(C(=O)Nc2ccncc2)c1,96,103,8,112,106,-8,17,5

# Continued.
SMILES,RPL19A TOR yeast,LAP4 TOR yeast,proCasp3 act,CR mimetic SO,MEP2 TOR yeast,GASC-1 inh,AHR activator,procasp7 counter
CCCCN(CC)CCCNC(=O)c1ccc(CSc2nc3ccncc3[nH]2)cc1,106,98,2,120,108,-1,1,15
O=C(c1cccs1)N1CCN(C23CC4CC(CC(C4)C2)C3)CC1,102,91,-2,98,94,3,-6,-5
Cc1ccc(Cn2c(SCC(=O)NCc3ccco3)nc3ccsc3c2=O)cc1,98,102,14,101,100,-1,3,-7
CCN1C(=NCc2ccco2)N[C@@H](c2cccc(C(F)(F)F)c2)C(C(=O)OC)=C1C,104,112,-12,112,106,.,0,2
CCOC(=O)N1CCN(C(=O)C2CCN(S(=O)(=O)CC)CC2)CC1,96,97,2,90,99,-1,-1,5
CC(C)(CNc1ccc(S(=O)(=O)C(F)(F)F)cc1[N+](=O)[O-])N1CCOCC1,100,91,1,104,96,-34,1,11
CCN(CC(=O)NCc1cccs1)C(=O)c1ccc(-c2ccc(F)cc2)o1,88,102,-10,92,88,-1,19,-12
Cc1cc(C)cc(N(C(C)C(=O)N2CCOCC2)S(C)(=O)=O)c1 (centres undefined),96,101,-1,111,102,-20,2,-1
Cc1ccc(NC(=O)COC(=O)C(NS(=O)(=O)c2ccc(Cl)cc2)C(C)O)c(Br)c1 (centres undefined),101,96,2,106,101,1,3,2
COc1cc(C2N(c3ccccc3)CCN2c2ccccc2)ccc1OC(C)=O,96,92,-9,99,99,-14,9,9
O=C(Nc1ccccc1N1CCCCC1)c1cccs1,98,105,0,73,107,1,-1,-7
CCCN1CCN(C(=O)C2CCN(c3nnc(C)c4c(C)n(-c5ccc(C)cc5)nc34)CC2)CC1,104,104,2,87,133,-8,0,6
CC(=O)NCCc1nc2cc(NC(=O)c3ccccc3Cl)ccc2n1C,101,90,.,104,101,0,.,.
CCNC(=O)CC1C(=O)N(c2ccc(F)cc2)C(=S)N1CCc1ccncc1 (centres undefined),97,97,2,97,103,-1,2,-2
CCCc1cc(=O)[nH]c(/N=C(/NC(=O)C(C)N2C(=O)c3ccccc3C2=O)Nc2ccccc2)n1 (centres undefined),102,94,4,95,98,4&1,24,-4
CCCCOC(=O)c1cc(=O)[nH]c(=O)[nH]1,97,103,6,123,107,36,0,-14
CCOC(=O)CN=C/C(C(=O)Nc1nccs1)=C(/C)O,97,102,-6,104,104,4,-1,8
Fc1ccc(NC(=S)NC23CN4CN(CN(C4)C2)C3)cc1,96,94,-28,94,104,3,4,-11
COc1cc(CN2CCN(CCc3ccccc3)C(CCO)C2)cc(OC)c1 (centres undefined),101,95,1,94,94,44,1,2
COc1ccc(/C=C2\SC(=S)N(CCC(=O)Nc3ccc(O)cc3)C2=O)cc1,106,96,8,88,108,-7,-3,13

# Compounds from the list above with bromine, in the order listed:
SMILES,RPL19A TOR yeast,LAP4 TOR yeast,proCasp3 act,CR mimetic SO,MEP2 TOR yeast,GASC-1 inh,AHR activator,procasp7 counter
CC(C)(C)C(=O)NNc1nc(-c2ccccc2)c2cc(Br)ccc2n1,101,92,1,93,92,9,19,-11
Cc1ccc(NC(=O)COC(=O)C(NS(=O)(=O)c2ccc(Cl)cc2)C(C)O)c(Br)c1 (centres undefined),101,96,2,106,101,1,3,2

# New compounds follow.
SMILES,RPL19A TOR yeast,LAP4 TOR yeast,proCasp3 act,CR mimetic SO,MEP2 TOR yeast,GASC-1 inh,AHR activator,procasp7 counter
Nc1ccc2oc(-c3ccccc3Cl)cc(=O)c2c1O,107,94,-4,92,110,-10,7,-7
CC(C)CCc1noc(CN2CCN(c3ccc(Cl)cn3)CC2)n1,97,103,-2,89,106,19,7,1
O=C(Nc1cccc(S(=O)(=O)NC2=NCCCCC2)c1)c1cc(-c2ccc(Cl)cc2)nc2ccccc12,98,88,-5,90,95,-1,19,4
Cc1ccc2c(CC(=O)Nc3sccc3C(N)=O)coc2c1,95,98,8,117,97,-5,-2,10
N/C(=N\OC(=O)c1cccc2ccccc12)c1cccnc1,108,95,4,126,110,10,85*,5
CC1(C)CC(=O)C2=C(C1)Oc1ncn(CCO)c(=N)c1C2c1ccccc1 (centres undefined),98,94,1,97,99,-1,3,8
C/C(=N\NC(=O)c1cccnc1)c1ccc(-n2ccnc2)cc1,97,90,-3,119,89,-17,94*,0
Cc1ccc(C)c(NC(=O)CSc2ncnc3nc[nH]c23)c1,91,91,3,84,93,-8,0,-5
CCOc1ccc(N(C)S(=O)(=O)c2ccc(C)c(C(=O)N3CCN(Cc4ccc5c(c4)OCO5)CC3)c2)cc1,94,95,-5,106,94,-2,5,-7
O=C(CNC(=O)c1ccco1)OCC(=O)c1cccc2ccccc12,104,112,0,113,114,4,3,1
CCCC[C@@H]1C[C@H]1[C@@H](NC(=O)c1cccs1)c1ccc(Cl)cc1,101,103,4,91,100,0,0,1
CC(C)COC(=O)n1c(SCC(=O)N(C)C)nc2ccccc21,97,100,5,86,106,3,-10,1
CCNS(=O)(=O)c1ccc(OCCNS(C)(=O)=O)cc1,101,96,-1,86,106,8,-1,9
CN(C)C(CNC(=O)c1ccc2c(c1)S(=O)(=O)c1ccccc1C2=O)c1ccco1 (centres undefined),102,101,-1,110,97,8,2,0
CC(CN(C)Cc1ccccc1)OC(=O)c1cccs1 (centres undefined),103,96,-6,91,102,4,-1,-8
CSc1nsc(SC)c1NC(=O)N1CCCCC1,98,104,-7,103,99,2,0,2
CCOC(=O)c1n[nH]n2c1nc(=S)c1ccccc12,108,102,.,95,114,12,.,.
O=C(N/N=C/c1ccccc1F)NC12CC3CC(CC(C3)C1)C2,100,84,3,106,102,4,3,-11
COc1ccc(C(=O)CSc2nnc(CNC(=O)c3ccc(OC)c(OC)c3)n2C)cc1,100,105,-1,101,105,0,4,8
CN(C)S(=O)(=O)c1ccc(C(=O)Nc2cc3c(cc2C(=O)O)OCCCO3)cc1,103,95,-6,102,111,18,3,8
CCOc1ccccc1NC(=O)NCc1ccccn1,100,74,3,101,94,-16,11,0
CCc1cc(=O)oc2cc(C)cc(OCC(=O)NCc3ccncc3)c12,98,97,5,98,98,-10,75*,-6
COC(=O)c1c(NC(=O)c2ccc(C)cc2)csc1C,101,113,6,110,106,-14,26,10
Cn1cnnc1SCC(=O)N1N=C2/C(=C/c3ccco3)CCCC2C1c1ccco1 (centres undefined),101,102,-11,107,105,-6,5,-6
CN(C)S(=O)(=O)n1cnc2ccccc21,96,88,-6,98,92,-5,0,15

# Arranged by value in LAP4 TOR yeast (smallest number first): 3 from the list above.
molecule,RPL19A TOR yeast,LAP4 TOR yeast,proCasp3 act,MEP2 TOR yeast,GASC-1 inh,AHR activator
CN(C)S(=O)(=O)n1cnc2ccccc21,96,88,-6,92,-5,0
CCc1cc(=O)oc2cc(C)cc(OCC(=O)NCc3ccncc3)c12,98,97,5,98,-10,75*
Cn1cnnc1SCC(=O)N1N=C2/C(=C/c3ccco3)CCCC2C1c1ccco1 (centres undefined),101,102,-11,105,-6,5

# Full records as entered above. Order of values: RPL19A TOR yeast	LAP4 TOR yeast	proCasp3 act	CR mimetic SO	MEP2 TOR yeast	GASC-1 inh	AHR activator	procasp7 counter
# COC(=O)c1c(NC(=O)c2ccc(C)cc2)csc1C is listed as 101	113	6	110	106	-14	26	10
# Cn1cnnc1SCC(=O)N1N=C2/C(=C/c3ccco3)CCCC2C1c1ccco1 (centres undefined) is listed as 101	102	-11	107	105	-6	5	-6
# CCc1cc(=O)oc2cc(C)cc(OCC(=O)NCc3ccncc3)c12 is listed as 98	97	5	98	98	-10	75*	-6
